Screens deposited in PubChem by National Center for Advancing Translational Sciences (NCATS).
HTT cytoprotect = qHTS Multiplex Assay to Identify Dual Action Probes in a Cell Model of Huntington: Cytoprotection (ATP); Potency, µM (highest dose often 56.4 µM), for the others: cytoprotection (ATP increase), usual class: activators; AID 1471, 2008; PC12 HTT-Q103 induced, cytoprotection, ATP luminescence, 40 h; 230,000 compounds, 0.14% hits;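 also: % of control where 0% means no effect; nearly all actives have a fitted effect of over 45% in size; toxic huntingtin expression switched on by the ecdysone agonist tebufenozide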
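ATP quantification (ATPlite) reports survival of PC12 cells in which tebufenozide, 100 nM final, switches on Htt exon 1 with 103 glutamines linked to GFP; compounds are titrated.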
Tau fluor counter = Counterscreen qHTS for Inhibitors of Tau Fibril Formation, Fluorescence Polarization. tau K18 P301L Alexa594 fluorescence, heparin fibrillization. Potency, µM (doses to about 57.7 µM), for inactives: at the highest dose activity change, negative = decrease. 280,000 compounds, 0.93% hits. AID 1463, 2008; also: % is scaled to controls: 0 for no effect and ±100 for the full control effect; nearly all actives have a fitted effect of over 55% in size
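Human K18 P301L tau (15 uM unlabeled plus 0.24 uM Alexa 594-labeled, final) in 100 mM sodium acetate pH 7 was mixed with compound and 20 uM heparin and incubated 6 hr at 37 C.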
SMN2 splice enh = qHTS Assay for Enhancers of SMN2 Splice Variant Expression; Potency, µM (titrated, usually from 46.1 µM), without a hit: at the top dose activity change, positive = activation, usual class: activators; 210,000 compounds, 2.8% hits; HEK293 SMN2-luciferase splicing reporter, luminescence, 30-36 h; also: % of control where 0% means no effect; nearly all actives have a fitted effect of over 55% in size
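HEK293 cells carry an SMN2 minigene-luciferase reporter in which exon 7 inclusion puts luciferase in frame. Cells were seeded at 2000 cells/well, attached for 10-12 hours, then exposed to compounds for 30-36 hours at 37C before ONE-Glo luminescence.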
ALDH1A1 block = qHTS Assay for Inhibitors of Aldehyde Dehydrogenase 1 (ALDH1A1) | Purified ALDH1A1, NADH fluorescence, propionaldehyde substrate | Potency, µM (top dose mostly 75.3 µM), for the others: at the highest dose activity, negative = inhibition, most hits filed as inhibitors | 220,000 compounds, 7.3% hits | AID 1030, 2008; active = well fitted inhibition curve with a large enough effect, not every such curve was filed as active; inconclusive = small, poorly fitted or top-dose-only effect, or another doubt; inactive = no such curve, though single readings can be large or run the other way;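 also: plate controls were no enzyme wells and a reference inhibitor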
Target sequence (P00352 whole entry, looked up): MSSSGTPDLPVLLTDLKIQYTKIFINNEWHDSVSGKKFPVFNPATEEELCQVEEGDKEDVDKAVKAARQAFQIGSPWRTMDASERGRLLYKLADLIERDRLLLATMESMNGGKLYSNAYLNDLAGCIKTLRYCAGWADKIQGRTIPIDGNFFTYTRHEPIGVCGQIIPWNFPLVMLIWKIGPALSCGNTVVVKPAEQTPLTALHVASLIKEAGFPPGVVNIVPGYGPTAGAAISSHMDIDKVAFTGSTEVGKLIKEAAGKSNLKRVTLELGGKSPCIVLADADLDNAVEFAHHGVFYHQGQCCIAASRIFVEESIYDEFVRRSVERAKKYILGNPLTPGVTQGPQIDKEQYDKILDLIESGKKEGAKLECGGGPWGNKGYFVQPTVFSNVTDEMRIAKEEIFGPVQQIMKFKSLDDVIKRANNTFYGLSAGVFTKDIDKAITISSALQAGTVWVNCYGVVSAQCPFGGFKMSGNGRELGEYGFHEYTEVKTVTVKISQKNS
Tau fibril FP = qHTS for Inhibitors of Tau Fibril Formation, Fluorescence Polarization | Potency, µM (doses to about 57.7 µM), inactives show at the top dose activity, negative = inhibition, actives largely listed as inhibitors | K18 P301L tau heparin fibrillization, Alexa594 FP, 6 h | 280,000 compounds, 0.39% hits; also: % is scaled to controls: 0 for no effect and ±100 for the full control effect; nearly all actives have a fitted effect of over 55% in size
Target sequence (P10636 561-689 P618L limits assumed): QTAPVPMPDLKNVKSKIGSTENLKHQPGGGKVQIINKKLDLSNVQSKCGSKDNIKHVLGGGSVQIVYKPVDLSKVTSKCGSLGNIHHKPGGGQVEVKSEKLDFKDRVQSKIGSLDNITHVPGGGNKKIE
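Read-out: fluorescence polarization of Alexa 594-labeled tau (0.24 uM), 555 nm excitation, 632 nm emission. Mixtures held 15 uM unlabeled K18 P301L, compound and 20 uM heparin, pH 7 acetate buffer, incubated 6 hr at 37 C.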
Tau ThT inhib = qHTS for Inhibitors of Tau Fibril Formation, Thioflavin T Binding; Microtubule-associated protein tau (Homo sapiens), P10636; recombinant tau K18 P301L (four-repeat tau fragment), heparin-induced fibrillization, ThT fluorescence; Potency, µM (highest dose often 57.4 µM), inactives show top-dose activity, negative = inhibition, actives largely listed as inhibitors; 270,000 compounds, 2.1% hits; AID 1460, 2008; also: % is scaled to controls: 0 for no effect and ±100 for the full control effect; nearly all actives have a fitted effect of over 55% in size
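Heparin-induced (20 uM) aggregation of recombinant human K18 P301L tau, 15 uM unlabeled with 0.24 uM labeled, pH 7 acetate buffer, 6 hr at 37 C with compound. Fibrils quantified by 30 uM ThT fluorescence after 1 hr ambient incubation.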
* marks the source's active call; other numbers are inactive results; ? = inconclusive; / = not tested or not shown; [ ] = remark or other dose. Unless noted, calls follow the shape of the dose curve; as a rule, active = well fitted curve in the direction sought with a large enough effect; inconclusive = small, poorly fitted or top-dose-only effect, or another doubt; inactive = no such curve, though single readings can be large; an effect the other way counts as inactive or inconclusive. Potency is read from the fitted curve at half-maximal effect.

entry | SMILES | HTT cytoprotect | Tau fluor counter | SMN2 splice enh | ALDH1A1 block | Tau fibril FP | Tau ThT inhib
1 | COc1ccc(NC(=O)N2CC3(CCN(C(=O)c4ccncc4)CC3)C2)cc1 | -9.5% | / | 4.8% | 4.0% | / | /
2 | O=C(O)c1ccccc1C1c2ccccc2Oc2ccccc21 | 6.0%[10 µM] | / | 1.1%[9.22 µM] | -1.8%[13.5 µM] | / | /
3 | CC(C)c1ccc(/C(C(=O)O)=C(\O)C(=O)O)cc1 | -4.3%[10 µM] | / | -10.1%[9.22 µM] | 1.9%[13.5 µM] | / | /
4 | c1ccc2c(c1)Oc1ccccc1S2 | 15.5% | / | -2.6% | -3.0% | / | /
5 | O=C(c1ccco1)N1CCC2(CC1)CN(c1ncccn1)C2 | 2.5% | / | 0.7% | ? | / | /
6 | COc1ccc(Oc2ncc3nc(C)c(=O)n(C)c3n2)cc1 | -13.2% | / | 21.3% | -1.6% | / | /
7 | CC(C)NC(=O)N1CCCC2(CCN(C(=O)c3cc(C(F)(F)F)cc(C(F)(F)F)c3)CC2)C1 | -3.0% | / | -7.0% | 10.7% | / | /
8 | NC(N)=Nc1ccc(-c2ccc(N=C(N)N)cc2)cc1 | 3.0%[10 µM] | / | 2.0%[9.22 µM] | 4.3%[13.5 µM] | / | /
9 | COc1cccc(Cn2c(=O)c(-c3cccc(F)c3)nc3cncnc32)c1 | -54.1%[inhibitor] | / | -32.6%[inhibitor] | -6.6% | / | /
10 | FC(F)(F)c1cc(CN2CC[C@@]3(CCCNC3)C2)cc(C(F)(F)F)c1 | -32.5%[inhibitor] | / | -24.5% | 1.3% | / | /
11 | CN1CCCC2(CCN(C(=O)c3cccc(F)c3)CC2)C1 | 9.3% | / | -9.9% | -4.0% | / | /
12 | O=C(c1ccncc1)N1CCC[C@@]2(CCN(c3cccc(-c4ccccc4)c3)C2)C1 | 2.2% | / | -43.9%[inhibitor] | ? | / | /
13 | NC(=O)/N=C(\N)NC(=O)c1ccccc1 | 4.7%[10 µM] | / | -3.9%[9.22 µM] | -4.8%[13.5 µM] | / | /
14 | CC(=O)OCc1ccco1 | -15.1% | / | -1.3% | 22.4µM* | / | /
15 | O=C(O)c1cccc(OCCO)c1 | -2.6%[10 µM] | / | -7.8%[9.22 µM] | -5.9%[13.5 µM] | / | /
16 | NS(=O)(=O)c1cc(C(=O)O)c(O)c2ccccc12 | -20.2%[10 µM] | / | -4.0%[9.22 µM] | -14.8%[13.5 µM] | / | /
17 | O=C(c1cnccn1)N1CCC2(CCN(Cc3nccs3)CC2)CC1 | 10.7% | / | 3.9% | -2.2% | / | /
18 | O=C1OC(c2ccc(O)c(-c3ccccc3)c2)(c2ccc(O)c(-c3ccccc3)c2)c2c(Cl)c(Cl)c(Cl)c(Cl)c21 | 5.0%[10 µM] | / | 3.2%[9.22 µM] | 19.0%[13.5 µM] | / | /
19 | CS(=O)(=O)N1CCC2(CC1)CN(c1ccccc1)C2 | -17.5% | / | -11.5% | 10.3% | / | /
20 | COc1ccc2c(c1)CN([C@H](C)[C@@H]1CC[C@@H]3[C@H]4CC[C@H]5C[C@@H](O)CC[C@@]5(C)[C@H]4CC[C@]31C)CO2 | -9.3%[10 µM] | / | -16.0%[9.22 µM] | ? | / | /
21 | COc1ccc(NC(=O)N2CC[C@@]3(CCCN(C(=O)c4cccc(F)c4)C3)C2)cc1 | -5.4% | / | -23.8% | 17.8µM* | / | /
22 | C[N+](C)(C)c1cc2c(nn1)Nc1ccccc1S2 | -19.6%[10 µM] | / | ? | 0.2%[13.5 µM] | / | /
23 | N#CC(C#N)=CNCCN1CCN(C=C(C#N)C#N)CC1 | -14.5%[10 µM] | / | -15.2%[9.22 µM] | 8.0%[13.5 µM] | / | /
24 | C[C@@H](CS(=O)(=O)Cc1ccccc1)C(N)=O | -2.8%[10 µM] | / | -9.7%[9.22 µM] | 0.0%[13.5 µM] | / | /
25 | CCO | -7.5% | / | 1.6% | ? | / | /
26 | O=c1c(-c2ccc(F)c(F)c2)nc2cncnc2n1Cc1ccc(F)cc1 | -14.0% | / | -36.9%[inhibitor] | -13.1% | / | /
27 | NCc1nnn(Cc2ccccc2)c1N | -9.9%[10 µM] | / | -5.8%[9.22 µM] | -11.0%[13.5 µM] | / | /
28 | Nc1ccc(S(=O)(=O)NCCS(=O)(=O)O)cc1 | -12.1%[10 µM] | / | -3.1%[9.22 µM] | -6.0%[13.5 µM] | / | /
29 | COc1ccc(C(=O)N2CCC3(CC2)CCN(c2ccccc2)CC3)cc1 | -3.8% | / | -51.6%[inhibitor] | ? | / | /
30 | O=C(c1csnn1)N1CCC[C@@]2(CCN(c3ncccn3)C2)C1 | -0.1% | / | -3.7% | 4.0% | / | /
31 | O=C(Oc1ccccc1)N1CCC2(CC1)CCN(c1cccc(-c3ccccc3)c1)CC2 | ? | / | -20.7% | ? | / | /
32 | O=c1cnc2cnc(N3CCOCC3)nc2n1C[C@H]1CCCO1 | ? | / | -6.1% | ? | / | /
33 | COC(=O)N1CCC2(CC1)CN(C(=O)Nc1ccc(OC)cc1)C2 | 2.4% | / | 5.1% | 3.4% | / | /
34 | COc1ccc(-n2c(=O)c(C)nc3cnc(N(C)C)nc32)cc1 | -32.0%[inhibitor] | / | -3.1% | ? | / | /
35 | COCC(=O)N1CCC[C@@]2(CCN(Cc3cc(C(F)(F)F)cc(C(F)(F)F)c3)C2)C1 | -3.1% | / | -9.5% | -9.9% | / | /
36 | c1ccc(C[C@@H](Nc2cccnc2)c2ccccc2)cc1 | 10.5%[10 µM] | / | -18.0%[9.22 µM] | 8.1%[13.5 µM] | / | /
37 | COc1ccccc1CN1CCC2(CC1)CCN(C(=O)c1ccncc1)CC2 | 14.7% | / | 0.7% | 3.6% | / | /
38 | CC(C)CN1CCC2(CC1)CCN(C(=O)c1cnccn1)CC2 | -3.6% | / | -5.4% | 5.7% | / | /
39 | Cc1cc(=Nc2ccc3c(c2)c(N)cc(C)[n+]3C)nc(N)n1C | 15.8%[10 µM] | / | -5.6%[9.22 µM] | -4.4%[13.5 µM] | / | /
40 | O=C(c1csnn1)N1CCC2(CCCN(c3ccc(-c4ccccc4)cc3)C2)CC1 | 0.0% | / | 17.8µM* | -12.9% | / | /
41 | Cc1ccc(CO)cc1 | -3.2% | / | -0.8% | -0.7% | / | /
42 | O=C(O)C/C(=C\c1ccco1)C(=O)O | 1.6%[10 µM] | / | -2.7%[9.22 µM] | 8.3%[13.5 µM] | / | /
43 | O=C(O)c1oc(C(=O)O)c(C(=O)O)c1C(=O)O | 2.6%[10 µM] | / | -0.6%[9.22 µM] | 9.0%[13.5 µM] | / | /
44 | O=C(Nc1ccccc1)N1CC2(CCN(S(=O)(=O)c3ccccc3)CC2)C1 | -16.6% | / | 20.8% | -7.9% | / | /
45 | c1ccc(C(c2ccccc2)N2CCCC3(CCNCC3)C2)cc1 | -47.6%[inhibitor] | / | -11.6% | 1.8% | / | /
46 | O=c1cnc2cnc(N3CCNCC3)nc2n1Cc1cccs1 | -73.2%[inhibitor] | / | -1.9% | ? | / | /
47 | COc1ccc(NC(=O)N2CC3(CCN(C(=O)c4ccc(OC)cc4)CC3)C2)cc1 | -10.0% | / | -7.7% | -6.0% | / | /
48 | CC1CCC2CC1C2(C)C (stereo not drawn) | -7.4% | / | -2.3% | -2.6% | / | /
49 | C=C(C)C(=O)OCCCCCCCCCC | -11.8% | / | 2.1% | -0.1% | / | /
50 | CC1(C)S[C@@H]2[C@H](NC(=O)C3(N)CCCCC3)C(=O)N2[C@@H]1C(=O)O | -1.9%[10 µM] | / | -18.5%[9.22 µM] | -9.0%[13.5 µM] | / | /
51 | COc1ccc(OC)c2sc(N(Cc3cccnc3)C(=O)c3ccc(C(C)=O)cc3)nc12 | / | -14.8% | / | / | 1.3% | ?
52 | Cc1ccc(N2CCN(S(=O)(=O)c3ccc4[nH]c5c(c4c3)CCCCC5)CC2)c(C)c1 | / | ? | / | / | 5.0% | 7.0%
53 | CCN1CCN(Cc2c(O)ccc3c(C)c(-c4ccccc4)c(=O)oc23)CC1 | / | 0.1% | / | / | -6.8% | 0.0%
54 | Cc1ccc(NC(=O)CN2C(=O)CC(c3ccc(F)cc3)=Nc3ccccc32)cc1F | / | -18.9% | / | / | ? | -0.5%
55 | O=C(NCc1ccccc1Cl)C1CCCN(c2ncnc3onc(-c4ccc(F)cc4)c23)C1 (stereo not drawn) | / | ? | / | / | -9.1% | -13.3%
56 | Cc1ccc(Nc2nc(C)cc(C)n2)c(C(=O)O)c1 | / | 6.0% | / | / | -0.3% | -7.6%
57 | CCC(CC)C(=O)Nc1ccc2nc(SCC(=O)N3CCc4ccccc43)sc2c1 | / | -3.9% | / | / | -16.0% | 8.3%
58 | COc1ccc2cc(CNc3ccc(OC)c(OC)c3)c(=O)n(CC(=O)Nc3ccc(C)cc3)c2c1 | / | ? | / | / | ? | -0.7%
59 | Cc1ccc2c(c1)c1c(c(=O)n(Cc3ccccc3)c(=O)n1Cc1ccccc1F)n2C | / | -17.4% | / | / | -9.9% | -11.7%
60 | Cc1ccc(-n2nc3c(N4CCCC(C(=O)NCc5ccc(Cl)cc5)C4)nnc(C)c3c2C)cc1 (stereo not drawn) | / | -8.0% | / | / | 1.4% | -17.6%

Next section.
entry | SMILES | HTT cytoprotect | Tau fluor counter | SMN2 splice enh | ALDH1A1 block | Tau fibril FP | Tau ThT inhib
61 | O=c1c(S(=O)(=O)c2ccccc2)cn(Cc2cccc(F)c2)c2cc(N3CCCC3)c(F)cc12 | / | 2.1% | / | / | -2.2% | 4.6%
62 | O=C(Nc1cccc(F)c1)C1CCN(c2nc3ccccc3[nH]2)CC1 | / | -15.9% | / | / | 2.9% | -14.8%
63 | COc1ccc(OC)c(-c2nnc3n(CCc4ccccc4)c(=O)c4ccccc4n23)c1 | / | ? | / | / | -6.8% | -2.1%
64 | Cc1ccc(N2CC(NC(=O)c3cc4ccccc4o3)CC2=O)cc1C (stereo not drawn) | / | -5.3% | / | / | -3.0% | 1.9%
65 | O=C(C1CC1)N1CCN(c2nc3ccc(F)cc3s2)CC1 | / | -5.2% | / | / | -9.6% | -16.1%
66 | CCOC(=O)CSc1nc2cc3c(cc2c(=O)n1CCCCCC(=O)NCc1ccc2c(c1)OCO2)OCO3 | / | 9.5% | / | / | -3.4% | 8.7%
67 | Cc1cccc(C(=O)Nc2nc(-c3ccc(Br)cc3)ns2)c1 | / | -8.7% | / | / | -13.2% | -4.7%
68 | CCCC(=O)Nc1ccc2nc(SCc3ccc(C)cc3)sc2c1 | / | -26.7% | / | / | -13.1% | -11.6%
69 | COc1ccc(-c2nc(C(N)=O)c3c(n2)n(-c2ccccc2OC)c(=O)n3C)c(OC)c1 | / | 0.7% | / | / | -6.4% | 0.9%

These rows are one share of the data, so the mix of outcomes need not match the whole.
